# Screening data as filed in PubChem.
# CSN deneddyl inh: inhibitors of CSN-mediated cullin deneddylation, primary screen, biochemical, fluorescence polarization, uHTS; COP9 signalosome complex subunit 5 (Homo sapiens), Q92905; actives 0.38% (n = 360,000); inhibition, % at 12.5 µM; Purified CSN, SCF-Nedd8-OG deneddylation;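 active means pattern-corrected inhibition above about 35%, with an unprinted fluorescence ratio check between 0.5 and 1.5, limit read from the data, passing the limit was not always enough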;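 further: 0% = enzyme with substrate and 100% = substrate without enzyme; some results filed as inactive read as strong as hits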
# Target sequence (Q92905 whole entry, looked up, one chain of several): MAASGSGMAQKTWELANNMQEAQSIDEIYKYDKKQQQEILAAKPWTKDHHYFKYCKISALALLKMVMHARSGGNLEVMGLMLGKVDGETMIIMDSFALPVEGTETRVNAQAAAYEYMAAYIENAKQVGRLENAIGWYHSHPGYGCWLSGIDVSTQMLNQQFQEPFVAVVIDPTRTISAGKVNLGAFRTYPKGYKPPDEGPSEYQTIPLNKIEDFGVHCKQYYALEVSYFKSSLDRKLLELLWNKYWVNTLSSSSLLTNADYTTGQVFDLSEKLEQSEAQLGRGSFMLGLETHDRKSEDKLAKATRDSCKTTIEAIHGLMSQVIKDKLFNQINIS
#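 Schedule: reaction 90 min, room temperature / Assay system: HEK293T-derived human Csn5 enzyme / Input: Csn5 at 0.24 nM final / Measure: inhibition of Csn5 cleavage, % / Control set: substrate-only high control, full reaction low control / Technique: fluorescence polarization of the substrate / Buffer or medium: Tris/NaCl/DTT buffer, pH 7.5 / Reagent: SCFSkp2-Nedd8OG substrate at 10 nM final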
# LMPTP inh: LMPTP phosphatase inhibitors, primary screen, biochemical, fluorescence intensity, uHTS | recombinant LMPTP-A, OMFP fluorogenic substrate | inhibition, % at 20 µM | actives 0.22% (n = 360,000);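 active means compounds that cut the enzyme signal by at least half of the control window in the single-dose screen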;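 further: plate controls were DMSO wells with enzyme plus substrate for no effect and substrate without enzyme for full effect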
# Target sequence (P24666 whole entry, looked up): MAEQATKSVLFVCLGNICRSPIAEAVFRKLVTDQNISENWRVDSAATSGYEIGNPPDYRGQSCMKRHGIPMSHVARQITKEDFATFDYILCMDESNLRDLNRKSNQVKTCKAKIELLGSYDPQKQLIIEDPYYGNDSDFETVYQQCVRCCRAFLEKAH
#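 Buffer or medium: Bis-Tris pH 6.0, DTT, detergent; Assay system: LMPTP-A enzyme; Quantity: 0.625 nM enzyme; Detection: endpoint fluorescence intensity; Times: 50 min dark incubation at room temperature; Controls: substrate-only low control, DMSO enzyme-plus-substrate high control; Doses: single 20 µM dose; Read-out: percent inhibition versus substrate-only and uninhibited controls; Reagent: 400 µM OMFP.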
# PABP1 MLLE inh: inhibitors of PABP1 MLLE–PAM2 peptide binding, primary screen, biochemical, fluorescence polarization, FITC-PAM2, GST-MLLE; inhibition, % at 20 µM; actives 0.36% (n = 360,000); Polyadenylate-binding protein 1 (Homo sapiens), P11940; in the data active means inhibition above about 35%, passing the limit was not always enough;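 further: plate controls were DMSO wells with GST-MLLE for no effect and wells lacking GST-MLLE protein for full effect; some results filed as inactive read as strong as hits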
# NadD inh: inhibitors of S. aureus NadD, primary screen, biochemical, colorimetric, uHTS; AID 602399, 2012; actives 0.78% (n = 360,000); purified NadD enzyme, colorimetric absorbance read-out; inhibition, % at 20 µM; in the data active means inhibition above about 26%; further: some compounds past the cut are filed as inactive
# SUMO1 PPI mod: modulators of SUMO1 protein-protein interactions, primary screen, biochemical, uHTS; SUMO1 binding to a labelled peptide, TR-FRET, 1 h; inhibition, % at 20 µM; actives 0.33% (n = 360,000); in the data active means inhibition above about 37%
# Target sequence (P63165 whole entry, looked up): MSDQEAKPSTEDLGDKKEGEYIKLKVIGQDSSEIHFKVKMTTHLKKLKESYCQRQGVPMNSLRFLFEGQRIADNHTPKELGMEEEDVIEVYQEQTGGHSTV
# STEP block: STEP phosphatase inhibitors, primary screen, biochemical, fluorescence intensity, uHTS. recombinant STEP, OMFP fluorogenic substrate. inhibition, % at 20 µM. actives 0.25% (n = 360,000);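 active means inhibition at 20 µM, scaled per plate between control wells, above about 37%, limit read from the data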;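 further: 0% = DMSO with enzyme and substrate and 100% = substrate only without enzyme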
#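 System: STEP (striatal-enriched tyrosine phosphatase) enzyme, cell-free; medium: Bis-Tris pH 6.0 buffer with DTT, detergent; dosing: 20 µM, 1% DMSO; times: reaction 20 min, ambient temperature; detection: fluorescence, 480/540 nm; read-out basis: normalized % inhibition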
# Tb MetRS inh: T. brucei MetRS inhibitors, primary screen, biochemical, luminescence. actives 0.4% (n = 360,000). purified T. brucei MetRS, ATP depletion, Kinase-Glo luminescence. methionyl-tRNA synthetase (Trypanosoma brucei brucei). inhibition, % at 11.9 µM;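 active means inhibition above a per-plate cutoff of the control wells' mean inhibition plus 3 SD, cut at about 5.5% in these data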;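 further: 0% = DMSO wells median and 100% = median of wells with control inhibitor compound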
#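 Test system: purified T. brucei MetRS enzyme. Also added: ATP, methionine and E. coli bulk tRNA substrates. Compound: 11.9 µM single point. Schedule: 15 min enzyme-compound preincubation, 2 h reaction, 10 min detection, 25 °C. Signal: luciferase luminescence of residual ATP, Kinase-Glo. Evaluation: percent inhibition versus plate control medians. Controls: DMSO wells, low control.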
# DNMT1 inh: human DNMT1 methyltransferase inhibitors, primary screen, biochemical, molecular beacon, fluorescence, HinP1I cleavage, uHTS; DNA (cytosine-5)-methyltransferase 1 (Homo sapiens), P26358; inhibition (reported as % activation of signal), % at 10 µM; actives 0.83% (n = 360,000); AID 588458, 2011; in the data active means inhibition above about 50%
# Rpn11 block: Rpn11 (PSMD14) deubiquitinase inhibitors, primary screen, biochemical, fluorescence polarization, uHTS | 26S proteasome non-ATPase regulatory subunit 14 (Homo sapiens), O00487 | calls only at 20 µM | actives 0.59% (n = 360,000) | human 26S proteasome, Ub4-pepOG fluorescence polarization; 20S core pre-blocked with epoxomicin;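 active means inhibition at 20 µM, scaled to each plate's controls, above about 33%, limit read from the data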
# Target sequence (O00487 whole entry, looked up): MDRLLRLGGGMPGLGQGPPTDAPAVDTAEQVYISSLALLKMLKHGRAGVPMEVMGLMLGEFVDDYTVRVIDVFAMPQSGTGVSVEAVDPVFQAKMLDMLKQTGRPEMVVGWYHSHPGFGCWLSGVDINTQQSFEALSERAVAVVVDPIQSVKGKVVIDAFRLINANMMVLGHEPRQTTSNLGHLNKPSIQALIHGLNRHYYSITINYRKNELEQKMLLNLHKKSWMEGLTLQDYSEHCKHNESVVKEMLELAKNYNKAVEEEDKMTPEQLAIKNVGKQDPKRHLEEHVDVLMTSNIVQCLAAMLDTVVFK
# Scp-1 inhibitor: Scp-1 phosphatase inhibitors, primary screen, biochemical, colorimetric, uHTS; inhibition, % at 20 µM; Carboxy-terminal domain RNA polymerase II polypeptide A small phosphatase 1 (Homo …; actives 0.88% (n = 340,000); Recombinant Scp1, phosphopeptide, malachite green phosphate absorbance;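 active means inhibition above about 50% at 20 µM, limit read from the data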;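 further: plate controls were DMSO wells with enzyme for no effect and wells lacking enzyme for full effect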
#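 Test system – truncated SCP-1 phosphatase (76-261aa) · Reagent – Phosphorylated 17-residue peptide substrate · Incubation – 45 min room-temperature reaction, 5 min colour, 30 min stabiliser · Detection – colorimetric phosphate reagent with accelerator and stabiliser, absorbance at 630 nm · Measure – % inhibition at 20 µM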
# The depositor's hits bear a star; i = inactive; nt = not tested or not shown; + = active, no number; & = joins results of further samples. Compounds as they come; 3.6% or so of the library scored in one or more.
# Screens by letter – A = CSN deneddyl inh; B = LMPTP inh; C = PABP1 MLLE inh; D = NadD inh; E = SUMO1 PPI mod; F = STEP block; G = Tb MetRS inh; H = DNMT1 inh; I = Rpn11 block; J = Scp-1 inhibitor
COc1ccc(C(=O)Nc2ccnn2C2CCN(Cc3ccccn3)CC2)cc1
  A: 2	B: -0.4	C: -5	D: 0	E: -2	F: -1	G: 0.1	H: -2	I: i	J: 10
CCc1ccc(N=C2NC(=O)/C(=C/c3cc(Br)c(OCC(=O)O)c(OC)c3)S2)cc1
  A: 47*	B: 59*	C: -16	D: 24	E: 18	F: 97*	G: -0.1	H: 37	I: i	J: 28
COc1cc(CN(C2CC2)S(=O)(=O)c2ccccc2Br)cc(OC)c1
  A: 2	B: 2.6	C: 5	D: -6	E: 5	F: 0	G: -1.1	H: -5	I: i	J: 7
COCCCNC(=O)Cn1cc(C(=O)c2cccs2)c2ccccc21
  A: 0	B: -1.6	C: 0	D: 2	E: 0	F: -4	G: -0.3	H: 0	I: i	J: 2
Cc1onc(-c2c(F)cccc2Cl)c1C(=O)OCN1C(=O)c2ccccc2C1=O
  A: 0	B: 0.9	C: 9	D: -9	E: -11	F: 0	G: -0.1	H: -6	I: i	J: -6
Cc1csc(NC(=O)c2ccncc2)n1
  A: 8	B: 24	C: -34	D: 5	E: -5	F: -2	G: -0.6	H: -6	I: i	J: -9
CCc1nnc(NC(=O)Nc2ccc(OC)cc2)s1
  A: -4	B: -1.5	C: 5	D: 1	E: -1	F: -1	G: -1.1	H: -3	I: i	J: 0
COCC(=O)OC1CCn2c1nc1c2C(=O)C(C)=C(NC(C)=O)C1=O (stereo not drawn)
  A: 20	B: 4.8	C: 4	D: 0	E: 19	F: 2	G: 0.5	H: 88*	I: i	J: 4
O=C(NNC(=O)C1CCCC1)c1ccc(F)cc1
  A: 0	B: -0.3	C: -2	D: 2	E: 2	F: -2	G: -0.6	H: -1	I: i	J: -6
O=C(NC1CCCC1)C(c1ccc(N2CCOCC2)cc1)N(C(=O)c1ccco1)c1ccccc1F (stereo not drawn)
  A: 1	B: 0.9	C: 6	D: -2	E: 0	F: 2	G: 0.0	H: -1	I: i	J: 1
NNC(=S)NCc1cccnc1
  A: -3	B: -1.8	C: -50	D: 2	E: -1	F: -4	G: -0.1	H: 3	I: i	J: -7
O=c1cc(O)nc2n1CCCS2
  A: 4	B: -0.2	C: -3	D: 5	E: 2	F: 0	G: 0.0	H: 8	I: i	J: -4
Cc1ccc(NC(=S)N2CCC(C(=O)c3ccc(F)cc3)CC2)cc1C
  A: -3	B: 0.3	C: -104	D: -1	E: -1	F: 0	G: -0.1	H: -1	I: i	J: 0
NC(=O)c1cccc2c1C(=O)N(C1CCCCC1)C2
  A: -1	B: -1.0	C: -8	D: 2	E: 6	F: 1	G: 0.0	H: 28	I: i	J: 24
CC(C)NC(=O)c1ccc2sc([C@H]3C[C@H](O)[C@@H](CO)O3)nc2c1
  A: 2	B: -2.1	C: -6	D: -2	E: 0	F: -1	G: -0.2	H: 6	I: i	J: nt
CNC(=O)CCc1[nH]c2ccccc2c1Sc1ccccc1
  A: -8	B: 0.0	C: -1	D: -10	E: 2	F: -6	G: -0.1	H: -8	I: i	J: -8
COc1ccc(C(=O)NCc2nnc(SCC(=O)N3CCCCC3)o2)cc1
  A: 2	B: -2.3	C: -55	D: -6	E: 4	F: 3	G: -0.6	H: -1	I: i	J: -3
Fc1ccc(C2c3[nH]c4ccccc4c3CCN2CCCn2cccn2)cc1 (stereo not drawn)
  A: -5	B: 0.9	C: -7	D: 0	E: -9	F: 0	G: -0.5	H: -2	I: i	J: 4
COc1cc(C(=O)Nc2ccccc2N2CCN(S(C)(=O)=O)CC2)cc(OC)c1OC
  A: -2	B: -1.7	C: 10	D: 2	E: -2	F: 2	G: -0.6	H: 1	I: i	J: -8
CC1(C)NC(C(=O)O)Cc2c1[nH]c1ccccc21 (stereo not drawn)
  A: 4	B: -1.2	C: -8	D: 2	E: -4	F: 1	G: -0.6	H: -4	I: i	J: 1
CC1CCCN(c2ccc([N+](=O)[O-])s2)C1 (stereo not drawn)
  A: 19	B: 9.8	C: -25	D: -2	E: -54	F: 9	G: 0.1	H: -4	I: +	J: -2
Cc1cccc(-c2c3c(=O)n(C)c(=O)n(C)c3cn2C(C)(C)C)c1
  A: 1	B: 0.2	C: -2	D: -1	E: -2	F: -4	G: -0.2	H: 1	I: i	J: -2
CCCCN(C(=O)c1cnc2n(c1=O)CCS2)c1ccccc1
  A: 1	B: -0.8	C: -10	D: 2	E: -2	F: 2	G: -0.1	H: 1	I: i	J: -5
CCOC(=O)CNC(=O)C1CCN(S(=O)(=O)c2ccc(-c3nn[nH]n3)cc2)CC1
  A: -4	B: -1.7	C: 0	D: 5	E: 2	F: 1	G: -0.3	H: 4	I: i	J: 8
O=C(OCC(=O)N(CCc1ccccc1)Cc1ccccc1)c1cccc(O)c1
  A: -2	B: 1.6	C: 0	D: -7	E: 0	F: 2	G: -0.2	H: -1	I: i	J: -11

# Overlap with the part before: 3 compounds, followed by the next part.
# Values run as follows: CSN deneddyl inh, LMPTP inh, PABP1 MLLE inh, NadD inh, SUMO1 PPI mod, STEP block, Tb MetRS inh, DNMT1 inh, Rpn11 block, Scp-1 inhibitor
CCCCN(C(=O)c1cnc2n(c1=O)CCS2)c1ccccc1
    1, -0.8, -10, 2, -2, 2, -0.1, 1, i, -5
CCOC(=O)CNC(=O)C1CCN(S(=O)(=O)c2ccc(-c3nn[nH]n3)cc2)CC1
    -4, -1.7, 0, 5, 2, 1, -0.3, 4, i, 8
O=C(OCC(=O)N(CCc1ccccc1)Cc1ccccc1)c1cccc(O)c1
    -2, 1.6, 0, -7, 0, 2, -0.2, -1, i, -11
CC(C)COc1ccc(C/C(N)=N/n2cnnc2)cc1
    -2, -1.2, 3, -1, 4, 0, 0.1, -1, i, 2
CC(=O)Nc1c(C)nn(C(C)=O)c1C
    -5, -1.0, 6, -26, -1, 1, -0.5, -4, i, 5
O=C(CCCCC(=O)N1CCOCCOCCOCC1)OCc1ccccc1
    -2, -1.3, 5, 3, 1, 0, -0.4, 1, i, -4
Cc1ccc(CNC(=O)COc2cccc3c2OC(C)(C)C3)cc1
    0, -1.1, 3, -6, 4, 2, -0.3, -5, i, -2
Cc1c(N)cc(S(=O)(=O)O)cc1NC(=O)c1cccc([N+](=O)[O-])c1
    -1, -0.6, 13, 1, -12, 4, -0.7, 8, i, 42
CCOc1ccc(C(=O)Nc2ccccc2N2CCN(C(=O)c3ccccc3)CC2)cc1[N+](=O)[O-]
    -5, 5.2, -5, 6, -6, 3, -0.3, -12, i, 4
O=C(NC1c2ccccc2-c2ccccc21)N1CCOCC1
    1, 1.4, 12, 0, -3, -3, 0.3, 0, i, -5
CC1(C(=O)N2CC3(CC(c4cccc(NC(=O)COc5ccc(Cl)cc5)c4)=NO3)C[C@@H]2C(N)=O)CC1 (stereo partly drawn)
    5, -1.3, -4, 4, 4, -2, -0.3, -3, i, -2
O=c1c2cc(Cl)ccc2nc(-c2ccccc2Cl)n1O
    1, -0.7, -11, 4, 5, 0, 0.1, 0, i, -9
CN(Cc1ncc[nH]1)C(=O)c1cc(COc2c(F)cccc2F)on1
    0, -0.6, -8, -8, 4, -2, -0.6, -1, i, 12

# An excerpt from above, limited to Scp-1 inhibitor, Rpn11 block and DNMT1 inh.
Structure | Scp-1 inhibitor | Rpn11 block | DNMT1 inh
CC(C)COc1ccc(C/C(N)=N/n2cnnc2)cc1 | 2 | i | -1
CC(=O)Nc1c(C)nn(C(C)=O)c1C | 5 | i | -4
O=C(CCCCC(=O)N1CCOCCOCCOCC1)OCc1ccccc1 | -4 | i | 1
Cc1ccc(CNC(=O)COc2cccc3c2OC(C)(C)C3)cc1 | -2 | i | -5
Cc1c(N)cc(S(=O)(=O)O)cc1NC(=O)c1cccc([N+](=O)[O-])c1 | 42 | i | 8
CCOc1ccc(C(=O)Nc2ccccc2N2CCN(C(=O)c3ccccc3)CC2)cc1[N+](=O)[O-] | 4 | i | -12

# (further entries)
# Values run as follows: CSN deneddyl inh, LMPTP inh, PABP1 MLLE inh, NadD inh, SUMO1 PPI mod, STEP block, Tb MetRS inh, DNMT1 inh, Rpn11 block, Scp-1 inhibitor
CC(=O)Nc1nc(C)c(-c2csc(Nc3ccccn3)n2)s1
    -1&-2, 0.5&3.0, -2&0, -3&5, -12&-8, 3&-1, -0.3&0.2, -8&-11, i, -7&-7
CCc1cc(=O)[nH]c(SCc2cccc3ccccc23)n1
    0, 0.4, 4, 2, -1, 0, -0.8, 3, i, -7
O=c1oc2ccccc2c(NCc2ccc(Cl)cc2)c1[N+](=O)[O-]
    -1, 0.2, 1, -3, -19, -2, -0.1, 0, i, -8
COc1cc2oc(=O)cc(-c3ccc(-c4ccc(N(C)C)cc4)cc3)c2c(OC)c1OC
    9, 3.8, -6, 9, -17, 4, 0.2, -8, nt, 4
Nc1cc([N+](=O)[O-])cc2oc(-c3ccccc3)cc12
    15, 2.1, -21, -2, -43, 1, -0.9, 0, i, -4
COc1ccc(NC(C)=O)cc1NC(C)C(=O)Nc1cccc(S(=O)(=O)N2CCOCC2)c1 (stereo not drawn)
    0, 0.0, -24, 2, 2, -3, 0.1, 0, i, -11
CC(=O)Nc1ccc(C(=O)Nc2ccc3c(c2)OCO3)cc1
    1, 1.1, -50, 1, 3, -3, -0.6, -15, i, -5
N=c1c2ccccc2nnn1-c1ccc(C(F)(F)F)cc1
    -5, 68*, -4, 13, -6, 94*, -0.2, 24, i, 73*
